Pf growth 96h – P. falciparum growth inhibition at 96 hour, primary screen for plastid delayed-death inhibitors | P. falciparum luciferase reporter growth, 96 h | Potency, µM (doses to about 28.7 µM), for inactives: at the top dose activity change, negative = inhibition, hits mostly inhibitors | 320,000 tested, 6.9% active
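Infected RBCs, 2% Hct / 0.05% parasitemia final; luciferase-reporter P. falciparum; cpd 96 h, 37 C, 5% CO2; luciferase detection reagent; luminescence.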
Tb PYK inh – blocks Trypanosoma brucei pyruvate kinase. TbPYK enzyme, Kinase-Glo Plus ATP luminescence, 45 min. Potency, µM (top dose mostly 76.8 µM), inactives show at the top dose activity, negative = inhibition, hits mostly inhibitors. 410,000 tested, 0.12% active. AID 624173; note: nearly all actives have a fitted effect of over 50% in size
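Quantitative HTS: titrated library compounds versus trypanosomal pyruvate kinase in TEA buffer (pH 7.2) containing KCl, MgCl2, BSA and Tween-20. Reactions were initiated with ADP, 130 uM final. Kinase-Glo Plus luminescence was read after 45 min at RT.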
Sm TGR inh – S. mansoni TGR enzyme inhibition | Q962Y6 | purified TGR, DTNB reduction, TNB absorbance 405 nm | Potency, µM (doses to about 114 µM), for inactives: at the top dose activity change, negative = inhibition, usual class: inhibitors | 360,000 tested, 3% active | AID 485364; note: nearly all actives have a fitted effect of over 60% in size
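First, TGR (20 nM dispensed) and NADPH were mixed with compound. Second, a 15 min room-temperature incubation followed. Third, further NADPH and then DTNB were added to start the reaction. Finally, TNB absorbance was monitored kinetically.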
Pf growth 48h – P. falciparum growth inhibition at 48 hours (one generation); P. falciparum luciferase growth in erythrocytes, 48 h; Potency, µM (doses to about 28.7 µM), without a hit: top-dose activity change, negative = inhibition, actives largely listed as inhibitors; 310,000 tested, 5.9% active; AID 504832
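A one-generation exposure of luciferase-tagged malaria parasites in RPMI 1640/Albumax erythrocyte culture, 37 C and 5% CO2. Inhibition is inferred from decreased luminescence after adding detection reagent.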
HCV inh – HCV inhibition | Potency, µM (highest dose often 41.8 µM), for the others: at the highest dose activity change, negative = inhibition, actives largely listed as inhibitors | 340,000 tested, 3.4% active | Huh7.5.1 HCVcc-Cre infection, luciferase reporter, 44 h
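Cells seeded at 1,000/well and cultured 4 h, then compounds added followed by HCVcc-Cre virus (~0.5 moi). After 44 h further culture, luciferase substrate was added, plates held 15 min at room temperature, and luminescence read for 15 sec.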
LmPK inh – inhibitors of Leishmania mexicana pyruvate kinase | purified LmPK, Kinase-Glo ATP luminescence, 1 h | Potency, µM (titrated, usually from 57.5 µM), for inactives: top-dose activity change, negative = inhibition, actives largely listed as inhibitors | 290,000 tested, 0.37% active | AID 1721
Target sequence (Q27686 whole entry, looked up): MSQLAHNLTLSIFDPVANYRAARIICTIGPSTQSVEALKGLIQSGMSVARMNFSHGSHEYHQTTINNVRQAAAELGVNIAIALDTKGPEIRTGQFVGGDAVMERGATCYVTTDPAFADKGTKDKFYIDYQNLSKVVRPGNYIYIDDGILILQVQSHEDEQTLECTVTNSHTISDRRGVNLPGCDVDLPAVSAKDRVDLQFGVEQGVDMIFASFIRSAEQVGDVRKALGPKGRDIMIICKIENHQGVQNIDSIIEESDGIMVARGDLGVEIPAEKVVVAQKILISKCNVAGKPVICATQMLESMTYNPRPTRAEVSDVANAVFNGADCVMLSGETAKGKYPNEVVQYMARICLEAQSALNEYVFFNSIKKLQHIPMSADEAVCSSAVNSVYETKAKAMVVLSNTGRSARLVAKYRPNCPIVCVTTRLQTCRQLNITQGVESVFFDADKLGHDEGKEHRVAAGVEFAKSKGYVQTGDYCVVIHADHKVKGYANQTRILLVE
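0.1 nM LmPK, 0.5 mM PEP, 0.1 mM ADP; 50 mM imidazole pH 7.2, 7 mM MgCl2, 50 mM KCl; 1 h RT. Kinase-Glo luminescence readout, normalized to no-enzyme (full inhibition) and uninhibited wells.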
* = called active by the depositor; ? = inconclusive; / = not tested or not shown; & = joins results of further samples; [ ] = another dose, or the depositor's remark. Calls come from the whole dose curve; as a rule, active = well fitted curve in the direction sought with a large enough effect; inconclusive = small, poorly fitted or top-dose-only effect, or another doubt; inactive = no such curve, though single readings can be large; an effect the other way counts as inactive or inconclusive. % is set by controls: 0 for no effect and ±100 for the full control effect; potency is the fitted concentration of half-maximal effect.

(1) CCOc1ccc(CCNC(=O)C2CCC(=O)N2C2CCCCC2)cc1OCC (stereo not given)
(2) Cc1ccccc1C(CC(=O)c1cccs1)C(C#N)C#N (stereo not given)
(3) CC(C)c1ccc(N(C(=O)c2ccc3c(c2)OCO3)C2C=CS(=O)(=O)C2)cc1 (stereo not given)
(4) CCOC(=O)C1CCCN(S(=O)(=O)Cc2ccccc2Cl)C1 (stereo not given)
(5) COc1ccc(CCC(=O)OC(C)C(=O)c2ccc(C)cc2)cc1 (stereo not given)
(6) CN(C)c1ccc(C(=O)N2CC(=O)N(CCc3ccccc3)C(=O)C2)cc1
(7) CC1CCN(C(=O)COC(=O)c2n[nH]c3ccccc23)CC1
(8) CC(O)CC(C)O (stereo not given)
(9) O=C(NCC(=O)N(Cc1ccco1)C(C(=O)NC1CCCCC1)c1ccncc1)c1cccs1 (stereo not given)
(10) O=C1c2cccc(OCc3ccc(F)cc3)c2CCN1Cc1ccc(F)cc1

compound no.	1	2	3	4	5	6	7	8	9	10
Pf growth 96h	217.7%[activator]	?	?	82.7%[activator]	-0.9%	-30.2%	383.4%[activator]	43.0%[activator]	?	?
Tb PYK inh	-1.2%	-2.2%	-3.0%	2.6%	1.5%	-6.6%	3.6%	-3.3%	-3.9%	-17.1%
Sm TGR inh	8.2%	3.16µM*	-16.0%	1.6%	-7.3%	?	?	3.1%	?	-8.9%
Pf growth 48h	3.8%	?	10.7%	-18.1%	-2.9%	3.9%	277.5%[activator]	30.7%	?	?
HCV inh	5.8%	?	-5.1%	2.8%	25.0%	6.5%	21.1%	-2.1%	5.9%	6.31µM*
LmPK inh	2.7%	2.3%	3.5%	-1.9%	-1.4%	-0.4%	-6.7%	/	-0.3%	4.7%

(11) Cc1ccc(C(=O)NNC(=O)c2ccccc2OCc2c(C)noc2C)cc1
(12) COc1ccc(NC(=O)CSc2n[nH]c(-c3ccncc3)n2)c([N+](=O)[O-])c1
(13) O=C(COc1ccccc1Cl)NC(=S)N1CCc2ccccc21
(14) COc1ccc(OC)c2c(C)cc(N3CCN(C(=O)c4ccc(F)cc4)CC3)nc12
(15) Cc1ccc2c(CC(=O)Nc3nc(C)cs3)coc2c1
(16) COc1cc(/C=N/NC(=O)CNC(=O)c2ccccc2)ccc1OC(=O)c1cccs1
(17) CCCCNC(=O)c1onc(CSc2cc(C)cc(C)c2)c1C(=O)O
(18) COc1ccc(/C=C(\NC(=O)c2ccccc2)C(=O)NNC(=O)CCN2CCOCC2)cc1
(19) O=C(NCc1ccc(-n2cccc2)cc1)c1cccc(F)c1
(20) CCc1ccc(S(=O)(=O)N/N=C\c2ccc([N+](=O)[O-])o2)cc1

compound no.	11	12	13	14	15	16	17	18	19	20
Pf growth 96h	22.2%	0.4%	?	38.3%[activator]	4.9%	50.2%[activator]	30.2%[activator]	?	4.1%	?
Tb PYK inh	-4.3%	-7.1%	0.9%	-3.4%	-19.0%	-10.7%	1.7%	-7.2%	-1.6%	?
Sm TGR inh	-1.1%	-22.6%	-12.1%	-9.8%	0.0%	-15.2%	-12.4%	-7.8%	0.5%	?
Pf growth 48h	-21.8%	-1.1%	43.9%[activator]	?	4.7%	69.2%[activator]	0.5%	-7.6%	3.2%	25.8%
HCV inh	1.2%	15.0%	-16.6%	?	13.5%	11.3%	20.2%	11.6%	-5.3%	0.3%
LmPK inh	/	-6.3%	-4.1%	2.3%	3.1%	-0.6%	-2.2%	2.6%	-3.1%	3.7%

(21) Cc1c(C(=O)N2CCN(c3ccc(F)cc3)CC2)oc2c1C(=O)CCC2
(22) Cc1ccc(C(=O)O)cc1NC(=S)NC(=O)c1ccc(-c2ccc(Cl)cc2)o1
(23) CC(=O)Nc1ccc(/C=C/c2noc(-c3ccccc3O)n2)cc1
(24) Cc1ccc(CNC(=O)CCSCc2ccccc2C)cc1
(25) O=C(NCCc1cn2ccsc2n1)c1cccs1
(26) Cc1cc(C(=O)Nc2ccccc2)c2ccccc2n1
(27) Cc1ccc2c(c1)[nH]c1c(=O)n(Cc3ccco3)cnc12
(28) COc1ccc2nc(NC(=O)C3CCN(S(=O)(=O)c4cccs4)CC3)sc2c1
(29) Cc1[nH]nc2c1C(CC(C)C)C(C#N)=C(N)O2 (stereo not given)
(30) COc1cccc(C(=O)Nc2nnc(SCC(=O)NC3CC3)s2)c1

compound no.	21	22	23	24	25	26	27	28	29	30
Pf growth 96h	-3.3%	24.5%	108.8%[activator]	-0.1%	18.6%	13.1µM*	37.5%[activator]	/	34.1%[activator]	-6.1%
Tb PYK inh	-4.1%	3.9%	7.5%&-2.3%	11.8%	0.2%	-1.5%	-19.3%	0.1%	-3.1%	1.0%
Sm TGR inh	-5.2%	10µM*	-19.7%&-0.7%	13.1%	-1.7%	17.9%	1.3%	-0.5%	-10.4%	0.0%
Pf growth 48h	15.9%	16.7%	91.4%[activator]	?	29.7%	10.6%	46.6%[activator]	13.1µM*	19.6%	75.7%[activator]
HCV inh	3.8%	-5.6%	-13.1%	7.7%	14.4%	-0.5%	-26.6%	10µM*	10.1%	-9.1%
LmPK inh	-0.7%	9.5%	0.4%	2.1%	1.5%	-7.4%	-0.1%	-3.4%	-7.1%	-8.4%

(31) Cc1cc(C)[n+](-c2ccc(C(C)C)cc2)c2[nH]c(=O)[nH]c(=O)c12
(32) COCCn1nnnc1C(c1ccc(Cl)cc1)N1CCN(C(=O)c2ccco2)CC1 (stereo not given)
(33) CCC(C)NC(=O)CC(c1ccccc1)c1cc(C)ccc1O (stereo not given)
(34) Cc1ccc(Nc2nc(=O)c3cc([N+](=O)[O-])ccc3s2)cc1
(35) O=C1CC2(CCCCC2)Oc2ccc(O)cc21
(36) Cc1ccc(C(=O)NNC(=O)Cn2nnc3ccccc32)cc1
(37) COC(=O)C1C(=O)NCC1c1ccccc1 (stereo not given)
(38) CC1CCCC(C)N1C(=O)Cn1cnc2cc([N+](=O)[O-])ccc2c1=O (stereo not given)
(39) Cc1ccn2cc(CC(=O)O)nc2c1
(40) Cc1nc2ccccc2c(=O)n1Cc1ccc([N+](=O)[O-])cc1

compound no.	31	32	33	34	35	36	37	38	39	40
Pf growth 96h	-20.8%	3.1%	23.9%	-11.1%	4.15µM*	92.2%[activator]	2.6%	8.5%	4.8%	-2.7%
Tb PYK inh	-5.8%	-1.2%	0.3%	0.2%	-2.0%	9.1%	-0.7%	-0.6%	-4.5%	1.0%
Sm TGR inh	-8.5%	1.3%	/	-7.4%	-28.6%	10.2%	0.5%	-4.4%	-0.4%	-15.6%
Pf growth 48h	-18.3%	-9.9%	?	-4.3%	-24.4%	14.9%	4.3%	0.3%	0.0%	6.4%
HCV inh	25.8%	23.7%	-16.0%	7.8%	15.3%	4.1%	8.0%	-6.6%	-2.3%	-5.9%
LmPK inh	-7.4%	-5.8%	-3.6%	-3.5%	2.7%	1.5%	-6.7%	8.1%	9.8%	5.5%

Single records (already shown).
`CC(=O)Nc1ccc(/C=C/c2noc(-c3ccccc3O)n2)cc1` in the list: Pf growth 96h: 108.8%[activator]; Tb PYK inh: 7.5%&-2.3%; Sm TGR inh: -19.7%&-0.7%; Pf growth 48h: 91.4%[activator]; HCV inh: -13.1%; LmPK inh: 0.4%
`CC(O)CC(C)O` (stereo not given) in the list: Pf growth 96h: 43.0%[activator]; Tb PYK inh: -3.3%; Sm TGR inh: 3.1%; Pf growth 48h: 30.7%; HCV inh: -2.1%; LmPK inh: /
`Cc1ccc(CNC(=O)CCSCc2ccccc2C)cc1` in the list: Pf growth 96h: -0.1%; Tb PYK inh: 11.8%; Sm TGR inh: 13.1%; Pf growth 48h: ?; HCV inh: 7.7%; LmPK inh: 2.1%

Next records.
(41) CN1CCc2c(sc(NC(=O)c3ccc(S(=O)(=O)N4CCc5ccccc54)cc3)c2C(N)=O)C1
(42) Cn1c(-c2ccc(F)cc2)cnc1SCC(=O)N1CCCCC1
(43) O=C(NCc1ccccc1Cl)C(=O)NCC1OCCN1S(=O)(=O)c1ccc(F)cc1 (stereo not given)
(44) CN(C(=O)CSc1nnc(N)s1)c1c(N)n(Cc2ccccc2)c(=O)[nH]c1=O
(45) O=C(Nc1ccccc1)c1ccc(NC2CCCCC2)c(S(=O)(=O)N2CCOCC2)c1
(46) COc1cc2c(cc1OC)CN(C(=O)c1oc3ccccc3c1C)CC2
(47) O=C(/C=C/c1ccc2c(c1)OCCO2)c1ccccc1
(48) CC1=C(C)C(O)N(Cc2ccccc2)C1=O (stereo not given)
(49) CCc1nccn1S(=O)(=O)c1ccc2ccccc2c1
(50) CC1Oc2ccccc2N(Cc2ccccc2Cl)C1=O (stereo not given)

compound no.	41	42	43	44	45	46	47	48	49	50
Pf growth 96h	?	3.4%	-8.0%	/	113.2%[activator]	15.8%	44.1%[activator]	?	/	11.7µM*
Tb PYK inh	/	-14.4%	?	-3.7%	1.5%	1.4%	-7.3%	-0.1%	-15.3%	-3.2%
Sm TGR inh	-13.3%	-4.6%[11.4 µM]	-16.8%	3.6%	0.0%	0.1%	-25.7%	19.0%	6.6%	-22.5%
Pf growth 48h	?	/	-12.1%	12.9%	/	-17.3%	135.0%[activator]	2.2%	19.2%	?
HCV inh	/	18.8%	10.3%	0.5%	-24.0%	?	-15.5%	6.5%	8.9%	-11.2%
LmPK inh	-2.6%	6.2%	0.0%	5.5%	1.3%	7.0%	12.6µM*	-6.7%	2.0%	1.2%

(51) O=S(=O)(c1ccccc1)C(/C=N\O)/C=C/c1ccccc1 (stereo not given)
(52) CNC(=O)Oc1ccc(-c2cn3cc(Cl)ccc3n2)cc1
(53) O=C1CCC(C(=O)OCc2nnc(-c3ccccc3)o2)=NN1
(54) COc1ccc(C(=O)CNc2ccc(C)cc2C)cc1
(55) COc1cccc(C(=O)CC(=O)C(=O)Nc2ccc([N+](=O)[O-])cc2C)c1
(56) Cc1cccc(NC(=O)c2ccccc2NC(=O)C2CCCCC2)c1C
(57) O=C(NCC1CCCO1)c1nn2c(C(F)(F)F)cc(-c3ccc(Br)o3)nc2c1Br (stereo not given)
(58) CCC(C(=O)NC(C)CCc1ccco1)n1nc(C)n2c(cc3occc32)c1=O (stereo not given)
(59) COc1ccc(C)cc1NC(=O)c1sc2ncnc(N3CCN(c4ccccn4)CC3)c2c1C
(60) COc1cc(Br)c(CC(=O)NC2CC2)cc1OC
(61) CCOc1ccc(NC(=O)C2CCN(S(C)(=O)=O)CC2)cc1

compound no.	51	52	53	54	55	56	57	58	59	60	61
Pf growth 96h	-16.7%	3.9%	28.6%	62.2%[activator]	7.8%	88.1%[activator]	14.1%	-0.2%	1.6%	0.9%	11.7µM*
Tb PYK inh	-5.4%	-10.7%	4.2%	4.9%	-2.8%	-1.9%	1.5%	-9.3%	-4.9%	2.2%	-15.8%
Sm TGR inh	?	35.5µM*	2.0%	9.5%	2.1%	12.6µM*	15.8µM*	?	1.0%	3.9%	-22.0%
Pf growth 48h	-17.5%	23.9%	60.3%[activator]	77.9%[activator]	/	5.3%	?	?	?	-10.1%	-5.4%
HCV inh	7.8%	?	5.4%	-9.5%	-9.5%	-21.8%	?	-6.3%	1.41µM*	22.0%	-3.6%
LmPK inh	-14.5%	-10.5%	/	6.7%	-5.9%	?	-1.1%	4.7%	-4.0%	3.5%	5.9%

Screens from PubChem BioAssay.
